# Screening results (PubChem BioAssay)
# CHRM5 PAM: human M5 muscarinic receptor positive allosteric modulators, primary screen, CHO-K1 cells, Fluo-8 calcium fluorescence. Muscarinic acetylcholine receptor M5 (Homo sapiens), P08912. CHO-K1 hM5, ACh EC20 PAM; 0% = ACh EC20, 100% = ACh EC100. activation, % at 3 µM. actives 0.3% (n = 360,000);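 active = activation above the run cutoff, the mean activation of all test compounds plus 3 SD, cut at about 18% in these data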
#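 system = human M5 receptor in CHO-K1 cells | reagent = EC20 acetylcholine as agonist stimulus | compound dosing = single-point, 3 µM nominal | incubation = Fluo-8 loading 80 min at 37 °C plus 30 min room temperature | detection = Fluo-8 calcium dye fluorescence, kinetic read | benchmarks = low control EC20 acetylcholine (0%), high control EC100 acetylcholine (100%)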
# M5 antag: human M5 muscarinic receptor antagonists, primary screen, CHO cells, Fluo-8 calcium fluorescence | Muscarinic acetylcholine receptor M5 (Homo sapiens), P08912 | inhibition, % at 3 µM | actives 0.59% (n = 360,000) | AID 624040, 2012 | CHO-hM5 cells, ACh EC80;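 active = inhibition above a per-plate cutoff, the mean of that plate's test compounds plus 3 SD, cut at about 27% in these data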;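 note: 0% = acetylcholine EC80 with DMSO and 100% = DMSO without agonist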
# M4 antag: human M4 muscarinic receptor antagonists, primary screen, CHO cells, Fluo-8 calcium fluorescence; CHO-hM4 cells, ACh EC80; actives 0.73% (n = 360,000); AID 624125, 2012; inhibition, % at 3 µM;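 active = inhibition above its plate's cutoff, the mean inhibition of sample wells plus 3 SD, cut at about 27% in these data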;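 note: 0% = acetylcholine EC80 with DMSO and 100% = DMSO without agonist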
# CHRM1 agonist: human M1 muscarinic receptor agonists, primary screen, Fluo-8 calcium fluorescence, CHO-K1 cells, HTS | Muscarinic acetylcholine receptor M1 (Homo sapiens), P11229 | CHO-K1 hM1, agonist mode; 0% DMSO, 100% acetylcholine EC100 | activation, % at 3 µM | actives 0.33% (n = 360,000);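 active = activation above the run's mean compound activation plus 3 SD, cut at about 16% in these data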;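 note: peak over basal fluorescence ratio within a 140 s kinetic read after compound addition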
# Target sequence (P11229 whole entry, looked up): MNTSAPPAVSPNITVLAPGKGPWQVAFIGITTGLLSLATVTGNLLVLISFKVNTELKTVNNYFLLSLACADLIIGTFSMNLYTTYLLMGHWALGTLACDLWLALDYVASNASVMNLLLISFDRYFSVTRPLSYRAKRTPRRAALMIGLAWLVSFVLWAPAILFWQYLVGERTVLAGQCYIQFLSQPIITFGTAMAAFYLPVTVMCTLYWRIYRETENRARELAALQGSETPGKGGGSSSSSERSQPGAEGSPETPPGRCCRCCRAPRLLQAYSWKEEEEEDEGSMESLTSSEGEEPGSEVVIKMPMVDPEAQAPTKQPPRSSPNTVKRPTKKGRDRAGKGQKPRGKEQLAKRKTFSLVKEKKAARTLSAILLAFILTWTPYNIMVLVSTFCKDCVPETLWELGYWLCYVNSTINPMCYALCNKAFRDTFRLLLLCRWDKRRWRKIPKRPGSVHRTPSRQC
# M1 antag: human M1 muscarinic receptor antagonists, primary screen, CHO-K1 cells, Fluo-8 calcium fluorescence, 1536-well; CHO-K1 hM1, ACh EC80 antagonist; AID 588852, 2011; actives 1.3% (n = 360,000); Muscarinic acetylcholine receptor M1 (Homo sapiens), P11229; inhibition, % at 3 µM;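 active = percent inhibition above its own plate's cutoff, namely the mean of that plate's compound wells plus 3 SD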;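 note: peak over basal fluorescence ratio during 140 s after agonist addition; 0% = ACh EC80 plus DMSO and 100% = DMSO alone without agonist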
# TAAR1 agonist: human TAAR1 agonists, primary screen, Fluo-8 calcium fluorescence, CHO RD-HGA16 cells; actives 0.99% (n = 360,000); vehicle wells 0%, saturating PEA agonist 100%; activation, % at 3 µM;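 active = activation above the mean activation of all test compounds in the run plus 3 SD, cut at about 38% in these data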
# Target sequence (Q96RJ0 whole entry, looked up): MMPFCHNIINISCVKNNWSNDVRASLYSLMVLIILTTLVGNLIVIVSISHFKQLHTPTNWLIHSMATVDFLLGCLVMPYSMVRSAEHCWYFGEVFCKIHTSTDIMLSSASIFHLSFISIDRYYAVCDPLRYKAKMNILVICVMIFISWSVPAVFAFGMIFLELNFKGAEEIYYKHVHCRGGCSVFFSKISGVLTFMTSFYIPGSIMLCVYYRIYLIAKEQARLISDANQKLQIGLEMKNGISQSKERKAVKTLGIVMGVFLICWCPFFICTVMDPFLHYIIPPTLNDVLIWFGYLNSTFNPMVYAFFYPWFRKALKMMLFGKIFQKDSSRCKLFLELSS
#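 Test system: RD-HGA16 (CHO) cells co-expressing Gα16 and hTAAR1 | Doses: Single dose, 3 µM | Schedule: 17-24 h seeding, 75 min 37 °C dye, 30 min RT | Evaluation: % activation from peak over basal fluorescence ratio, DMSO-to-PEA scaled | Technique: Kinetic Fluo-8 calcium fluorescence | Benchmarks: Low control DMSO, high control PEA (EC100)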
# CHRM1 PAM: human M1 muscarinic receptor positive allosteric modulators, primary screen, CHO-K1 cells, Fluo-8 calcium fluorescence, 1536-well; AID 588819, 2011; CHO-K1 hM1, ACh EC20; 0% = ACh EC20, 100% = maximal ACh; actives 0.088% (n = 360,000); activation, % at 3 µM; in the data active = activation above about 19%, passing the limit was not always enough
# CHRM5 agonist: human M5 muscarinic receptor agonists, primary screen, CHO-K1 cells, Fluo-8 calcium fluorescence; CHO-K1 hM5 cells; 0% DMSO wells, 100% maximal acetylcholine response; activation, % at 3 µM; actives 0.19% (n = 360,000); AID 624037, 2012;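 active = activation above the run's mean over test compounds plus 3 SD, cut at about 23% in these data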;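 note: signal is peak over basal fluorescence ratio across the kinetic read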
# M4 ag: human M4 muscarinic receptor agonists, primary screen, CHO-K1 cells, Fluo-8 calcium fluorescence; Muscarinic acetylcholine receptor M4 (Homo sapiens), P08173; CHO-K1 hM4/Gqi5; vehicle 0%, full acetylcholine response 100%; activation, % at 3 µM; actives 0.14% (n = 360,000); AID 624127, 2012;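 active = activation above the run mean over all test wells plus 3 SD, cut at about 32% in these data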;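 note: peak over basal fluorescence ratio per well then scaled between controls; 0% = DMSO wells and 100% = acetylcholine at EC100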
# Starred values were filed as active, the others as inactive; nt = not tested or not shown.
# Values in the order – CHRM5 PAM	M5 antag	M4 antag	CHRM1 agonist	M1 antag	TAAR1 agonist	CHRM1 PAM	CHRM5 agonist	M4 ag
> COC(=O)c1ccc(-c2csc(NC(=O)C3=COCCO3)n2)cc1
  4	-11	-5	0	-15	3	9	0	6
> COc1ccc(OC)c(NS(=O)(=O)c2ccc(-c3coc(C)n3)cc2)c1
  -4	6	-4	1	10	nt	0	1	5
> COc1ccc(-c2[nH]ncc2CN(C)CCN2CCOCC2)cc1F
  4	3	-3	-5	-2	8	-1	-1	0
> COc1ccc(-c2csc(N(CCCN(C)C)C(=O)c3ccc(Br)cc3)n2)cc1
  -4	4	23	-7	-1	19	-8	-6	16
> COc1ccc(CN(C(=O)/C=C/c2ccco2)C2CCS(=O)(=O)C2)cc1 (stereo not drawn)
  -11	10	-5	-3	-5	5	8	0	0
> CSc1ccc(C(=O)C2CCCN(S(=O)(=O)c3c(C)noc3C)C2)cc1 (stereo not drawn)
  1	7	-3	1	-9	2	11	-2	2
> CN1CCN(c2nc(-c3ccc(Cl)cc3)cc(=O)[nH]2)CC1
  3	6	5	-3	4	7	4	-7	1
> CCS(=O)(=O)C(C)(CCl)C(=O)Nc1ccc(C(=O)OC)cc1 (stereo not drawn)
  3	1	-9	-2	-8	8	6	2	0
> COc1cc(N2C(=O)c3ccccc3C2=O)c(Cl)cc1C(=O)OCC(=O)NCc1ccco1
  -2	5	3	-5	-29	3	-6	-3	0
> Cc1onc(-c2ccccc2Cl)c1C(=O)NNC(=O)C1CCN(Cc2ccccc2)CC1
  2	0	0	-6	-9	0	0	-5	1
> Cc1cccc(OC(=O)c2sc3ncn(C)c(=O)c3c2C)c1
  -11	-8	-4	-1	-7	13	8	-2	3
> COc1ccc(OC)c(NC(=O)c2ccccc2N(Cc2ccccc2)S(C)(=O)=O)c1
  3	0	2	1	7	3	-2	5	7
> CN1CCN(c2ccc(-c3cccc4nccn34)cn2)CC1
  2	-5	-8	-8	-9	1	4	1	1
> Cc1ccccc1N1CCN(C(=S)c2ccccc2)CC1
  -1	3	6	-7	-1	-3	0	-3	-2
> CCc1cc(C(c2ccc(OC)c(OC)c2)N2CCOCC2)c(NC(=O)c2ccccc2)s1 (stereo not drawn)
  2	5	3	3	-5	-1	8	4	-1
> Cc1ccc(OCc2cc(C(=O)N(CCO)Cc3cccs3)no2)cc1C
  -3	-1	-6	0	8	4	0	2	8
> c1ccc(COc2ccccc2CNc2nn[nH]n2)cc1
  -7	16	0	-6	-13	6	10	1	2
> COc1ccc(NC(=O)CN2CCc3ccccc3C2)cc1OC
  2	7	-1	-3	7	1	0	0	1
> Cc1ccccc1OCc1nnc(SCc2cc(=O)[nH]c3ccccc23)n1-c1ccccc1
  9	8	18	5	9	4	3	4	2
> COCC(C)n1c(C)cc(C(=O)COC(=O)c2c(C)nn(-c3ccccc3)c2C)c1C (stereo not drawn)
  7	-16	-15	-3	-5	1	-1	-8	7

# Just CHRM1 agonist and M4 antag, for some of the entries so far:
molecule	CHRM1 agonist	M4 antag
Cc1ccccc1N1CCN(C(=S)c2ccccc2)CC1	-7	6
CCc1cc(C(c2ccc(OC)c(OC)c2)N2CCOCC2)c(NC(=O)c2ccccc2)s1 (stereo not drawn)	3	3

# Following part:
# Values in the order – CHRM5 PAM	M5 antag	M4 antag	CHRM1 agonist	M1 antag	TAAR1 agonist	CHRM1 PAM	CHRM5 agonist	M4 ag
> CCN(CC)S(=O)(=O)c1cc(C(=O)Nc2cc(S(=O)(=O)N3CCOCC3)ccc2N2CCN(C)CC2)ccc1C
  -1	6	-2	-7	-1	2	1	0	0
> Clc1ccc(Oc2nc3c(Cl)cccc3s2)cc1Cl
  6	-10	-7	0	-16	1	11	1	0
> CCc1nc2ccc(C(=O)NC3CCC(C)CC3)cc2nc1CC (stereo not drawn)
  0	3	5	-6	13	1	-2	-9	2
> COc1cc(C(=O)Oc2ccccc2N)cc(OC)c1OC
  4	0	6	0	-21	1	-6	-1	2
> CN(C)C(CNc1ccc(S(C)(=O)=O)cc1[N+](=O)[O-])c1ccccc1 (stereo not drawn)
  1	-2	-16	-13	-6	-1	1	-8	0
> COc1ccc(-c2noc(CN(C)C(=O)c3ccc4c(c3)OCO4)n2)cc1
  -1	10	6	0	-3	-1	6	2	7
> O=C(CCc1nnc(CCCCc2ccccc2)o1)NC1CCCC1
  -1	0	-8	-5	-10	6	13	0	2
> CCOc1ccc(-c2cc(C(=O)NCc3ccccc3)[nH]n2)c(C)c1
  0	3	-5	-4	-10	1	2	-1	2
> CCCCOC(=O)Sc1nc2ccccc2o1
  3	-4	0	-1	-12	13	10	3	2
> COc1ccc(C)cc1-n1c(C)cc(C=O)c1C
  4	-2	-10	-5	-11	7	11	-4	0
> CCOC(=O)CSCC(=O)Nc1nnc(-c2cccc([N+](=O)[O-])c2)s1
  -1	4	3	-8	-13	2	3	2	2
> CCCCn1c(N)c(N(CCOC)C(=O)c2cccc(N3C(=O)c4ccccc4C3=O)c2)c(=O)[nH]c1=O
  4	-3	-6	-3	-1	2	1	2	2
> CN(CC(=O)Nc1ccc(OC(F)(F)F)cc1)C(=O)Cc1ccc2c(c1)CCC2
  7	8	8	-7	2	-1	-5	-2	1
> C/C(=N\NC(=O)c1ccc(CSc2nncn2C)cc1)c1ccc(Cl)cc1
  3	-3	-7	-5	0	-2	-3	-3	0
> Cc1cc(C)cc(NC(=O)NC2CCCCCCC2)c1
  -13	5	6	-4	7	-2	-1	0	6
> COc1cc(NS(=O)(=O)c2ccccc2)ccc1-n1nc(C)cc1C
  -2	-3	5	-5	-11	9	4	-2	0
> O=C(COC(=O)/C=C/c1ccccc1)NC1CCCCCC1
  -6	-1	11	-3	18	-2	-6	0	1
> O=C(c1ccccc1)c1ccc(OCC(O)CN2CCN(S(=O)(=O)N3CCCCC3)CC2)cc1 (stereo not drawn)
  -16	11	8	1	17	19	-10	3	17
> Cc1sc(NC(=S)NC(=O)c2ccco2)c(C(N)=O)c1C
  -19	31*	1	-5	9	4	-7	1	13
> Cc1nn(C)c(C)c1S(=O)(=O)N1CCCC(C(=O)N2CCN(c3ccccc3)CC2)C1 (stereo not drawn)
  -15	7	-3	-4	0	1	-7	2	14
> Cc1cccc(C)c1NC(=O)C1CCCN1S(=O)(=O)c1ccc(-c2ccc(=O)[nH]n2)s1 (stereo not drawn)
  -3	7	-12	-3	4	2	0	-3	1
> COc1ccccc1OCCCCN1CCN(c2ccccc2OC)CC1
  -2	1	-12	-6	-25	1	2	-10	1
> Cn1c(=O)cc(OCCCC(=O)Nc2cccc(Cl)c2)c2ccccc21
  -2	3	14	-1	8	4	-7	2	1
> Cc1[nH]n(-c2ccccc2)c(=O)c1C(c1cccc([N+](=O)[O-])c1)c1c(C)[nH]n(-c2ccccc2)c1=O
  4	21	13	6	4	14	-7	4	13
> CC(/C=C/c1ccccc1)=N\NC(=O)CNC(=O)c1ccccc1Cl
  0	-1	-6	-6	-13	1	11	-1	1
> OC(c1ccc(F)cc1)c1nc(-c2cccc(F)c2)cs1 (stereo not drawn)
  -1	1	10	-6	-1	-2	-2	0	2
> O=C(NCC1CCN(S(=O)(=O)c2ccccc2)CC1)Nc1ccc(F)cc1
  -1	-2	1	-4	2	9	-5	-4	5
> O=C(CSc1nc2ccccc2c(=O)n1-c1ccc(F)cc1)Nc1ccc(Cl)c(S(=O)(=O)N2CCOCC2)c1
  -18	18	13	-4	26	12	-15	4	14
> O=C(Nc1c(Cl)cc(Cl)cc1-c1nc2ccccc2s1)c1ccc(Br)o1
  -6	1	2	-4	5	5	-4	0	-2
> COc1ccccc1NC(=S)NN1CCN(C)CC1
  5	-5	4	-9	-3	3	5	-5	1
> COc1ccc(C2=NN(C(=O)CSc3nc(=O)n4cc(C)ccc4n3)C(c3ccc(C)cc3)C2)cc1 (stereo not drawn)
  -4	8	5	-3	19	1	1	0	0
> COc1ccc(N(C(=O)Cn2nnc(-c3ccc(Cl)cc3)n2)C(C(=O)NCC2CCCO2)c2ccncc2)cc1 (stereo not drawn)
  2	-9	-1	-8	-2	12	14	0	1
> COCCCN1C(=O)C(O)=C(C(=O)c2ccc(C)o2)C1c1cccc(Br)c1 (stereo not drawn)
  2	4	-1	1	1	-1	5	1	1
> CC1(C(=O)Nc2cccc(C#N)c2)CCN1C(=O)Cc1ccc(-c2ccccc2)cc1 (stereo not drawn)
  -10	27	21	3	42*	6	-15	6	12
> O=C(CSc1nnc2ccc(-c3ccccn3)nn12)Nc1ccc(F)cc1
  -3	4	2	-2	-13	2	10	1	0
> CCOC(=O)N1CCC(NC(=O)c2ccc(CS(=O)c3cccc(C)c3)o2)CC1 (stereo not drawn)
  12	-16	-4	-4	-9	0	12	-1	1
> O=C(CCc1nnc(C2(c3ccc(Cl)cc3)CCC2)o1)NCCCn1cccn1
  -3	9	-7	-5	-15	0	10	-3	0
> COc1cccc(C(=O)Nc2ccc(NC(=O)c3ccco3)cn2)c1
  -2	-2	-6	-1	1	19	1	-1	7
> O=C(COc1ccccc1)N1CCN(C(=O)c2ccccc2F)CC1
  -1	10	4	-2	-14	0	10	-3	0
> O=C(Nc1ccc(F)cc1)C1(S(=O)(=O)c2ccc(Cl)cc2)CC1
  -1	-4	-14	-6	-2	-2	2	-3	1
> COc1cc(/C=C/C(=O)OCC(=O)c2ccc(OC(F)F)cc2)ccc1O
  -10	4	1	12	5	30	-2	27*	12
> CCOC(=O)C1CCN(C/C=C/c2ccccc2[N+](=O)[O-])CC1
  7	-28	-4	-10	-10	1	5	-20	2
> CN(Cc1ccccc1)c1nc2c(c(=O)[nH]c(=O)n2C)n1Cc1ccccc1Cl
  -2	4	-4	-5	7	6	-5	-2	0
> c1ccc(CSc2nnc3ccc(-c4ccncc4)nn23)cc1
  -1	0	5	1	-8	6	15	2	1
> COc1cccc(N2[C@@H](CC(C)=O)c3ccc(/C=C/C(C)=O)cc3S2(=O)=O)c1
  -1	10	-3	-3	-3	13	5	0	6
> Cc1ccc(C(=O)N2CCN(c3cnn(C)c(=O)c3Cl)CC2)cc1
  -1	2	3	-6	-10	-1	7	3	0

# These rows are one share of the data; count on the stated rates, not on these rows.
